Assay outcomes (PubChem BioAssay)
PglD inh – PglD (C. jejuni) enzyme inhibition. purified PglD enzyme, DTNB colorimetric CoA detection. inhibition, % at 12.5 µM. 0.098% of 360,000 active; in the data active = inhibition above about 16%, passing the limit was not always enough; note: strong numbers were not always called active
Cneo AK release – Cryptococcus neoformans lysis via adenylate kinase release. AID 651654. C. neoformans lysis, adenylate kinase release luminescence, 4 h; normalised: neutral wells 0, clomiphene wells 100. 0.2% of 360,000 active. lysis activity, % at 15 µM;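 active = mean lysis activity across replicates of at least 80%, whatever share of replicates individually reach that level; inactive = mean lysis activity below 80%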
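Test system: log-phase Cryptococcus neoformans yeast cells. Input: 5 × 10^6 yeast cells/mL. Medium: fresh YPD growth medium. Doses: single dose. Incubation: static 4 h at 37 °C with compound, 1 h detection. Measured by: luminescent adenylate kinase detection reagent. Read-out: signal increase indicating cell lysis. Benchmarks: Clomiphene.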
RAD52 inh – RAD52 (human) annealing inhibition; recombinant RAD52 DNA annealing, FRET fluorescence; inhibition, % at 18.7 µM; 0.46% of 360,000 active; AID 651710;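 active = every replicate showing at least 50% inhibition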
Target sequence (P43351 whole entry, looked up): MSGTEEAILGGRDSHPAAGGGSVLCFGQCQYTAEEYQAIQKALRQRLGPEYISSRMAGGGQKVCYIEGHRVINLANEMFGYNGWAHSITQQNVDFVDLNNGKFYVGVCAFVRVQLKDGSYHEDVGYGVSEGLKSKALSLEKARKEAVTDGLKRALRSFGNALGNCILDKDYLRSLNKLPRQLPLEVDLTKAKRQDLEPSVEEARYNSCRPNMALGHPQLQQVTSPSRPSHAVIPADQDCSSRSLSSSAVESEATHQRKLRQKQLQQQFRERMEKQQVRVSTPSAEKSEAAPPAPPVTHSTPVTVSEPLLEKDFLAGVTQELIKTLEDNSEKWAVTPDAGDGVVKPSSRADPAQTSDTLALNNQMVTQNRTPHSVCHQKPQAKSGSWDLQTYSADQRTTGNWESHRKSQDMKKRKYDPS
miR-122 sensor – inhibitors of miR-122 in Huh7 cells; Huh7 miR-122 Renilla luciferase sensor, 48 h; neutral wells = 0, positive control = 100; activation (reporter increase), % at 12.5 µM; 0.3% of 340,000 active;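 active = mean replicate activation score at least 90 and every replicate individually at or above 90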;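 note: higher luciferase means less miR-122 activity so hits act as miR-122 inhibitors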
E-sel inducer – induces E-selectin expression in human endothelial cells. AID 686992. activation, % at 7.58 µM. HUVEC E-selectin immunofluorescence imaging; normalized: neutral wells 0, TNF-alpha wells 100. P16581. 0.37% of 260,000 active;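 active = mean E-selectin-positive cell signal at least 10% of the positive control, reached in at least 60% of replicates, without over 20% cell loss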;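 note: in these data hits start at about 27%; measured in HUVEC primary endothelial cells; signal is the percent of cells scored E-selectin positive by PE staining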
Target sequence (P16581 whole entry, looked up): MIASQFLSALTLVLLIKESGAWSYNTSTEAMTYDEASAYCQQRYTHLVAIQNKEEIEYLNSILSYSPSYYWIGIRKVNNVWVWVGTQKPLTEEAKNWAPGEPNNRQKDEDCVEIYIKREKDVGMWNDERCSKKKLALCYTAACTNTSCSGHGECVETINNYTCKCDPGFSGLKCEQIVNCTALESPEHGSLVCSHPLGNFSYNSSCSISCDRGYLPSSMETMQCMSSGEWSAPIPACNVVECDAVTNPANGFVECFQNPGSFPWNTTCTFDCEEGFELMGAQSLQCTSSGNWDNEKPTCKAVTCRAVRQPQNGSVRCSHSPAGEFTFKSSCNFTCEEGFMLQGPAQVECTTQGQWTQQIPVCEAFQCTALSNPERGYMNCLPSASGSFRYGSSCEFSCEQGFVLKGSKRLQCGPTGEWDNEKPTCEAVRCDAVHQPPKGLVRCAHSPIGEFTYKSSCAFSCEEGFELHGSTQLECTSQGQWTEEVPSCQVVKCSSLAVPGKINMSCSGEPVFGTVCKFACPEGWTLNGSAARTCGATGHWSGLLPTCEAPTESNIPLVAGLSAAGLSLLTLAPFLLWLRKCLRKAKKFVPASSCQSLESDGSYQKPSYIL
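Test system: HUVEC | Signal: Immunofluorescence imaging | Read-out: Percent E-selectin-positive cells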
ERAP1 HTS inh – blocks human ERAP1 aminopeptidase activity. inhibition, % at 10.7 µM. recombinant ERAP1, Leu-AMC fluorescence, 60 min. Q9NZ08. 0.15% of 340,000 active;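 active = mean replicate inhibition of at least 30%, or all replicates individually reaching that 30% level; inactive = mean below 30% and not every replicate reaching it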;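 note: 0% = neutral control wells and 100% = L-leucinethiol positive control wells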
RAD54 inh – RAD54 (human) branch migration inhibition. Q92698. RAD54 Holliday junction branch migration, FAM/BHQ fluorescence. inhibition, % at 10.4 µM. 0.14% of 360,000 active;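 active = mean normalized replicate activity at least 40 and at least half of replicates scoring 40 or more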;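 note: 0% = median of neutral control wells and 100% = median of positive control wells; inhibitors cause a drop in the FAM fluorescence signal; in these data hits start at about 50%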
PGC1a acetyl inh – lowers PGC1a acetylation signal in U2OS cells | AlphaScreen anti-acetyl-lysine; with virally co-expressed GCN5 acetyltransferase | inhibition, % at 15.6 µM | 0.17% of 350,000 active;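 active = every replicate shows inhibition of at least 40%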;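 note: 0% = neutral control wells and 100% = positive control wells; some results beyond the cut were filed as inactive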
Starred values were filed as active, the others as inactive; · = no result given; & = joins results of further samples; [ ] = remark or other dose.

Below each compound – PglD inh, Cneo AK release, RAD52 inh, miR-122 sensor, E-sel inducer, ERAP1 HTS inh, RAD54 inh, PGC1a acetyl inh
- Cc1noc(C)c1NC(=O)Nc1ccc2c(c1)CC(=O)N([C@H](C)CO)C[C@@H](C)[C@H](CN(C)C(=O)Nc1ccc(C(F)(F)F)cc1)O2
 : 7, -2, 4, -3[16.7 µM], 0.0, 0, 9, 3
- CCS(=O)(=O)c1ccc2oc(SCC(=O)c3c(N)n(C4CC4)c(=O)[nH]c3=O)nc2c1
 : 4, -2, -5, 3, 0.8, 0, 1, 8
- COCC(=O)N1[C@@H](C#N)[C@H](c2ccccc2-c2ccccc2)[C@@H]1CO
 : ·, ·, -3, ·, 0.0, 2, ·, 4
- COc1ccc(C(C)NC(=O)c2cccc([N+](=O)[O-])c2)cc1OC (stereo not drawn)
 : -4, 0, -5, 0, ·, 4, 13, -1
- O=C(Nc1cc(Cl)ccc1N1CCOCC1)C1CC1
 : 4, -1, -12, -2, 5.0, 0, 1, 9
- Cc1ccccc1C(=O)N1CCC(C(=O)OCc2ccccc2Cl)CC1
 : 3, -2, -14, -7, ·, 0, 8, -5
- C[C@@H]1CN([C@H](C)CO)C(=O)c2cc(NC(=O)C3CCCCC3)ccc2O[C@H]1CN(C)Cc1ccncc1
 : -1, 3, 12, -13[16.7 µM], -5.3, -3, 1, ·
- CSc1nc2ccc(NC(=O)C3CC(=O)N(Cc4ccco4)C3)cc2s1 (stereo not drawn)
 : 2, 3, ·, -8, ·, ·, -1, -15
- CN(C)N1C(N)=C(C#N)C(c2ccc3c(c2)OCO3)C2=C1CC(C)(C)CC2=O (stereo not drawn)
 : -4, 0, -10, ·, -0.1, -2, -2, -4
- N#C[C@@H]1[C@@H](c2ccccc2C2=CCCCC2)[C@@H](CO)N1C(=O)c1ccccn1
 : ·, ·, 1, ·, 0.2, -2, ·, -2
- C[C@@H]1CCCCO[C@@H](CN(C)C(=O)Nc2ccc3c(c2)OCO3)[C@H](C)CN([C@H](C)CO)C(=O)c2cc(NC(=O)Cc3ccccc3)ccc2O1
 : 5, 13, ·, -4[16.7 µM], -0.1, ·, -7, 3
- N#C[C@H]1[C@@H](c2ccccc2C2=CCCC2)[C@@H](CO)N1C(=O)NC1CCCCC1
 : ·, ·, 5, ·, 0.0, -1, ·, -7
- O=C(NCc1ccccc1)C1CCN(S(=O)(=O)c2cccc3cccnc23)CC1
 : 0, 2, -11, -5, ·, ·, 2, 1
- COCCn1c(SCC(=O)NC2(C#N)CCCCC2)nc2ccccc2c1=O
 : 5, -1, 2, ·, -1.7, 2, 0, ·
- Cc1ccc(C(c2sc3nc(C)nn3c2O)N2CCN(C(=O)c3ccco3)CC2)cc1 (stereo not drawn)
 : 6, 0, -19, 1, ·, -3, -13, -1
- CC(C)OCCCNC(=O)c1c(N)n(/N=C/c2cccs2)c2nc3ccccc3nc12
 : -1, ·, -19, -3, ·, 5, -3, 6
- COCc1cc(=O)n2[nH]c(C(F)(F)F)nc2n1
 : 5, 4, ·, 5, ·, ·, -8, -23
- CN1C(=O)c2cc(NC(=O)C3CC3)ccc2OC[C@H]2O[C@@H](CC(=O)Nc3cc(F)ccc3F)CC[C@@H]21
 : ·, ·, 20, ·, 0.1, -4, ·, 0
- CN(C(=O)c1ccc(NC(=O)C2CCCN(C(=O)OC(C)(C)C)C2)cc1)C1CC1 (stereo not drawn)
 : -5, -1, 1, 5, 0.1, 1, 1, ·
- CCCCNC(=O)C1(C)CCN1C(=O)c1cc(-c2ccccc2)cs1 (stereo not drawn)
 : 0, -1, 33, 6, -0.2, 7, 1, -16

Whole records, looked up by structure.
C[C@@H]1CN([C@H](C)CO)C(=O)c2cc(NC(=O)C3CCCCC3)ccc2O[C@H]1CN(C)Cc1ccncc1 reads PglD inh = -1; Cneo AK release = 3; RAD52 inh = 12; miR-122 sensor = -13[16.7 µM]; E-sel inducer = -5.3; ERAP1 HTS inh = -3; RAD54 inh = 1; PGC1a acetyl inh = ·
CCCCNC(=O)C1(C)CCN1C(=O)c1cc(-c2ccccc2)cs1 (stereo not drawn) reads PglD inh = 0; Cneo AK release = -1; RAD52 inh = 33; miR-122 sensor = 6; E-sel inducer = -0.2; ERAP1 HTS inh = 7; RAD54 inh = 1; PGC1a acetyl inh = -16

New compounds follow:
Below each compound – PglD inh, Cneo AK release, RAD52 inh, miR-122 sensor, E-sel inducer, ERAP1 HTS inh, RAD54 inh, PGC1a acetyl inh
- CCOC(=O)CSc1ncnc2c1nnn2-c1ccc(F)cc1
 : -10, 4, ·, -6, ·, ·, -4, -12
- CCN1C(=O)/C(=C/C2=Cc3ccccc3OC2C)SC1=S (stereo not drawn)
 : 7, 0, -323, -12, ·, ·, -8, 4
- COc1ccc(CN2C(=S)NC(C)(C)CC2(C)O)cc1 (stereo not drawn)
 : -6, 29, ·, 2, 0.2, ·, -2, ·
- C[C@@H]1CCCCO[C@@H](CN(C)Cc2ccncc2)[C@@H](C)CN([C@H](C)CO)C(=O)c2cc(NC(=O)c3ccccc3)ccc2O1
 : -1&1, -1&-4, 0&4, 8, 0.2, 1&3, 0&8, 8&11
- CCCCn1nnnc1SCC(=O)c1ccc(C)c(C)c1
 : -7, -2, ·, 0, ·, ·, -4, ·
- CC(NC(=O)COc1cccnc1[N+](=O)[O-])c1ccc(Cl)cc1 (stereo not drawn)
 : -2, -1, -9, -3, ·, 0, -15, 6
- CC[C@@]12C(=O)N(c3cccc(Cl)c3)C(=O)N1[C@H](c1cccc(C)c1)[C@@H]1C(=O)N(Cc3ccccc3)C(=O)[C@@H]12
 : -1, 3, 6, ·, 0.1, -1, 5, ·
- O=C(c1ccc([N+](=O)[O-])cc1)N(Cc1ccc(Br)cc1)N1C(=O)CCCC1=O
 : 3, 0, -11, -7, ·, -2, 4, 29
- CCOC(=O)c1cccnc1SCc1cc(=O)n2ccccc2n1
 : ·, ·, -13, 14, ·, 0, ·, 6
- Cc1cc(C)c(S(=O)(=O)N2CCCC(C(=O)NC3CC3)C2)c(C)c1 (stereo not drawn)
 : 1, -1, 1, 3, 0.4, -3, 4, ·
- COCC#Cc1cnc2c(c1)C(=O)N([C@H](C)CO)C[C@@H](C)[C@@H](CN(C)Cc1ccc3c(c1)OCO3)O2
 : 2, 0, -19, -5[16.7 µM], 0.6, -2, 13, -8
- C[C@H](CO)N1C[C@H](C)[C@@H](CN(C)Cc2ccccc2)Oc2ccc(NC(=O)NC3CCCCC3)cc2CC1=O
 : -1, 4, 24, -7[16.7 µM], -0.1, 3, -1, ·
- CC(C)NC(=O)N(C)C[C@H]1Oc2ccc(NC(=O)Cc3cn(C)c4ccccc34)cc2C(=O)N([C@H](C)CO)C[C@H]1C
 : 6, 2, 19, 25[16.7 µM], -12, 1, -29, -1
- CC(C(=O)NCc1cccs1)n1cccc1 (stereo not drawn)
 : -2, 1, ·, -4, ·, ·, 2, -3
- CSc1ccccc1C(=O)NCc1cccnc1
 : 0, -1, -6, 8, -0.3, 5, -4, 4
- COc1ccc(CC(=O)Nc2nc(OCC(F)(F)F)cnc2-c2ccc(Cl)cc2Cl)cc1
 : -6, -1, -9, 1, -0.1, -2, -10, 0
- Cc1cc(Br)c2c(c1)=C(c1sc(N3CCCCCC3)nc1O)C(=O)N=2
 : 1, -12, ·, -2, ·, ·, -4, 1
- CCC1=C(OC(=O)N(CC)CC)N2C(=O)OC(=NCCc3c[nH]c4ccccc34)[C@]2(Cc2ccccc2)[C@H]2C1=CC[C@H]1C(=O)NC(=O)[C@H]12
 : 5, 3, -15, 1, -0.3, 0, -9, -15
- CCC(OC(=O)c1ccco1)C(=O)NCc1ccc(OC)cc1 (stereo not drawn)
 : 2, -1, -11, ·, 0.1, -2, -5, ·
- COCCN1Cc2cccc(C(=O)NCc3ccccn3)c2C1=O
 : -1, 1, -11, 1, 0.6, 2, -2, 5
- COc1ccc(NC(=O)Nc2ccc3c(c2)CC(=O)N([C@H](C)CO)C[C@@H](C)[C@@H](CN(C)C(=O)Nc2c(C)noc2C)O3)cc1
 : 5, -1, ·, 1[16.7 µM], 0.0, ·, -8, 1
- COc1ccc(N2CCN(CCCNC(=O)C(=O)c3c(C)n(C)c4ccccc34)CC2)cc1
 : -6, -1, -29, -3, ·, 1, -1, 6
- O=C(COC(=O)c1ccccn1)NNC(=O)c1ccc(Br)cc1
 : -4, 4, -3, ·, 0.1, -1, 2, ·
- C[C@@H]1CN([C@@H](C)CO)C(=O)c2cccc(NS(=O)(=O)c3ccccc3)c2O[C@@H]1CN(C)C(=O)NC1CCCCC1
 : 3, -2, -2, 2[16.7 µM], 0.1, -3, 15, 2
- COc1ccnc2c1c(=O)n(Cc1ccc(Cl)cc1Cl)c(=O)n2C
 : -4, 8, -1, -1, ·, -1, -17, 1
- CCOc1ccccc1NC(=O)CSc1ncnc2c1oc1ccccc12
 : 2, -1, ·, 1, ·, ·, 2, 9
- COc1cccc(C(=O)N/N=C/c2cn[nH]c2-c2ccc(OC)cc2OC)c1
 : 1, 1, ·, 2, ·, ·, 10, 11
- CCCOc1ccc(OCCOCCNCc2ccccc2)cc1
 : -1, -1, -6, -10, ·, 1, -3, 7
- Cc1ccc(NC(=O)CSC(C)C(=O)OC(C)C(=O)NC2CCCCC2C)cc1 (stereo not drawn)
 : 0, -1, -20, 4, -0.1, -1, -12, 3
- Cc1ccccc1NS(=O)(=O)c1cc(S(C)(=O)=O)ccc1Cl
 : 8, 1, ·, 26, ·, ·, -3, 15
- CO[C@@H](CN(C)C(=O)c1cnccn1)[C@@H](C)CN([C@H](C)CO)S(=O)(=O)c1ccc(F)cc1
 : 1, 2, -4, ·, -0.1, -1, -13, 0
- C=CCOC(=O)C(=O)/C=C/c1ccc2c(c1)Cc1ccccc1-2
 : 0, 12&-6, -88&-18, -2, 0.1, -1&-2, -6, 0&-29
- CC1CCC(NC(=O)CN(C)S(=O)(=O)c2ccc3c(c2)CCC(=O)N3)CC1 (stereo not drawn)
 : 3, -2, -10, -1, 0.3, -1, 7, ·
- CCN(CC)C(=O)C1CCN(C(=O)c2oc3ccc(C)cc3c2C)CC1
 : -5, -3, -6, -3, -0.1, -3, 2, ·
- CCOc1ccc(N=c2scc(-c3ccc(OC)cc3)n2CCO)cc1
 : -1, -1, ·, 9, -0.1, ·, -3, -1
- OC[C@H]1O[C@@H](c2nc(-c3ccc(Br)cc3)no2)C[C@@H]1O
 : -10, -3, -13, 0, 0.0, 21, 11, 9
- CCOC(=O)c1ccc(NC(=S)N2CCSC2c2ccc(OC)cc2)cc1 (stereo not drawn)
 : -3, 3, -28, -2, 0.1, 7, -1, -8
- COCC(=O)N1[C@H](CO)[C@@H](c2ccccc2)C12CN(C(=O)c1cccnc1)C2
 : ·, ·, -12, ·, -0.3, 0, ·, 7
- Cc1ccc(S(=O)(=O)N(C)C[C@H]2Oc3ccc(NC(=O)Nc4ccc5c(c4)OCO5)cc3CC(=O)N([C@H](C)CO)C[C@@H]2C)cc1
 : -3, -2, 7, -2[16.7 µM], 2.7, -3, 0, -13
- CSCCC(NS(=O)(=O)c1ccc(C)cc1)C(=O)NC1CCCCC1 (stereo not drawn)
 : ·, ·, -13, 9, ·, 3, ·, 3
